TNAP activators: human TNAP enzyme activators, primary screen, biochemical, luminescent, no phosphate acceptor, uHTS (AID 1001) | 200,000 tested, 0.03% active | activation fold at 20 µM; hits with a dose series show EC50 in µM | purified TNAP, luminescent activation assay, no phosphate acceptor; higher activation fold means a stronger effect; in the data active = activation fold from about 3, or a potency from the dose series; inactive = the rest, 99 in 100 with activation fold below about 1.6; also: many of its hits are not listed in these tables
HEK293 NOD2/NF-kB: NOD2 signaling inhibitors, cell-based, luminescence, uHTS, HEK293 (AID 1566). HEK293 NOD2/NF-kB luciferase reporter, luminescence; higher % means a stronger effect. inhibition, % at 4 µM; hits with a dose series show EC50 in µM. 290,000 tested, 0.63% active; also: many of its hits are not listed in these tables
KOR beta-arrestin-1: KOR agonists, beta-arrestin recruitment, primary screen, cell-based, luminescence, uHTS (AID 1777); Kappa-type opioid receptor (Homo sapiens); KOR beta-arrestin recruitment, luminescence; higher % means a stronger effect; one-dose activation, % at 10 µM; EC50 in µM for titrated hits; 280,000 tested, 0.02% active; in the data active = activation above about 50%, passing the limit was not always enough; also: a part of the inactive calls stands beside numbers as strong as those of hits
NTR1 ag: agonists of NTR1, primary screen, imaging, U2OS cells, beta-arrestin-GFP, high content (AID 493036). Neurotensin receptor type 1 (Homo sapiens), P30989. activation, % at 20 µM. 330,000 tested, 0.17% active. NTR1-U2OS beta-arrestin-GFP spot imaging, agonist mode;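 active = activation at or above 40% of the spot to cytoplasm intensity ratio, with at least 20 cells analyzed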;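 also: 0% = DMSO without peptide and 100% = 100 nM NTR1 peptide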
Target sequence (P30989 whole entry, looked up): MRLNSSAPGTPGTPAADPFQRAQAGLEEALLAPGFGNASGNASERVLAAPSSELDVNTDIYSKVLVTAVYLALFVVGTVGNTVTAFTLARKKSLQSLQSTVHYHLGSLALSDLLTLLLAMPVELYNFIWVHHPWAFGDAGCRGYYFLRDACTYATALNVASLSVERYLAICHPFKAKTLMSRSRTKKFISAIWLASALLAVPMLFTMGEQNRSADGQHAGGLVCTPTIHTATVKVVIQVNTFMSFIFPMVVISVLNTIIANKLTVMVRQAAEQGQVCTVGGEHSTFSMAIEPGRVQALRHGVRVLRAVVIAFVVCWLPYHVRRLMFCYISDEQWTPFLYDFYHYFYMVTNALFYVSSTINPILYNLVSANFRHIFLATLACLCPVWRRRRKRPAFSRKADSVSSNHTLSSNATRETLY
KOR beta-arrestin-2: KOR antagonists, beta-arrestin recruitment, cell-based, luminescence, uHTS (AID 1778) | KOR beta-arrestin recruitment, luminescence, antagonist mode; higher % means a stronger effect | inhibition, % at 10 µM; hits with a dose series show IC50 in µM | 290,000 tested, 0.091% active; also: strong numbers were not always called active
NOD1 inhibition: NOD1 signaling inhibitors, primary screen, cell-based, luminescence, uHTS (AID 1578); NOD1-driven NF-kB luciferase reporter cells, luminescence; higher % means a stronger effect; one-dose inhibition, % at 4 µM; EC50 in µM for titrated hits; 290,000 tested, 1% active; in the data active = inhibition mostly above about 36%, no sharp cut-off; inactive = mostly below about 34%;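 also: HEK-293T reporter cells stimulated with the NOD1 agonist gamma-tri-DAP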
ER stress rescue: rescue of cells from ER stress-induced death, primary screen, 384-well, CSM14.1, thapsigargin, ATP luminescence (AID 1222). CSM14.1 thapsigargin-induced death rescue, ATP luminescence; higher % means a stronger effect. cellular ATP content (survival), % at 20 µM; hits with a dose series show EC50 in µM. 190,000 tested, under 10 active;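 active = EC50 below 50 µM in the dose-response confirmation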;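 also: death triggered by thapsigargin at about 15 µM added after 2 h compound pretreatment; cell ATP read after overnight thapsigargin exposure of roughly 18 to 22 hours; normalized against plate controls of thapsigargin alone and 5% DMSO vehicle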
Yfh1-depleted yeast: enhancers of respiration in Yfh1-depleted yeast, dose response, Friedreich's ataxia, plus single-dose screen (AID 1465); 220,000 tested, 0.074% active; one-dose fold induction at 50 µM; EC50 in µM for titrated hits; S. cerevisiae Yfh1-off respiration, WST-1 reduction, 72 h; higher fold induction means a stronger effect;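 active = fold induction of absorbance versus untreated yeast above a set limit, then at least 30% activation at any dose in follow-up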;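 also: activators that raise dye reduction in frataxin-depleted yeast; strong numbers were not always called active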
GPR55 activation: GPR55 agonists via beta-arrestin recruitment, primary screen, imaging, U2OS cells, beta-arrestin-GFP redistribution (AID 1961). G-protein coupled receptor 55 (Homo sapiens). U2OS GPR55 beta-arrestin-GFP redistribution imaging; higher % means a stronger effect. activation, % at 10 µM, or EC50 in µM where a hit was titrated. 290,000 tested, 0.048% active;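 active = activation above 40% with more than 50 cells counted in the well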;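 also: U2OS osteosarcoma cells stably expressing GPR55 and beta-arrestin-GFP; plate controls were DMSO negative control for no effect and LPI positive control for full effect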
NTR1 ag cell count 20 µM: second read-out of NTR1 ag, no call of its own (marks repeat the call); cell count; measured here: cell count, cytotoxicity flag
Numbers without * were called inactive; i = inactive; nt = no result given; [ ] = another dose, or the depositor's remark. Rule as the data show it, unless noted: active = inhibition above about 50%; inactive = the rest. A portion of the library; count on the stated rates, not on these rows.

SMILES	TNAP activators	HEK293 NOD2/NF-kB	KOR beta-arrestin-1	NTR1 ag	NTR1 ag cell count 20 µM	KOR beta-arrestin-2	NOD1 inhibition	ER stress rescue	Yfh1-depleted yeast	GPR55 activation
O=P(/C(=N/O)N1CCOCC1)(N1CCOCC1)N1CCOCC1	1.2	9%	-6.1%	0.9	73	20%	-10%	-0.9%	i	-0.4%
COc1ccccc1OCC(=O)Nc1ccc(Cl)cc1C(=O)c1ccccc1	1.1	-18%	-1.0%	12	51	39%	-24%	-1.8%	i	-0.4%
CCCCSP1(=S)NCCCO1 (stereo not given)	1	-2%	17%	0.7	47	-1%	-13%	-0.2%	i	0.2%
O=c1[nH]c(=S)[nH]c(O)c1CN1CCCCC1	1.1	-2%	-2.4%	-1.1	59	-8%	-18%	-1.9%	i	0.0%
CC(C)C[C@H]1C(=O)N2CCCC2[C@]2(O)O[C@](NC(=O)[C@@H]3C=C4c5cccc6[nH]cc(c56)CC4N(C)C3)(C(C)C)C(=O)N12 (stereo not given in full)	1	9%	2.2%	-2.8	21	-28%	-22%	-0.6%	i	-0.2%
O=C(Cc1ccccc1)Oc1ccccc1N1C(=O)CCC1=O	1	8%	-0.5%	-0.9	79	35%	-4%	-3.1%	i	0.2%
Clc1ccc(OCC#CCN2CCCCCC2)cc1	1.2	-18%	-5.2%	0.3	58	-25%	-41%	-3.1%	i	0.1%
O=C(CCn1nc(-c2ccc(Cl)cc2)ccc1=O)N1CCC2(CC1)OCCO2	1	8%	7.0%	-0.8	63	-18%	-8%	-0.7%	i	0.1%
CCN1CCN(c2cc(N3CCCC3)c([N+](=O)[O-])cc2F)CC1	0.9	15%	5.3%	-0.1	53	4%	-9%	3.0%	i	-0.3%
Cc1ccccc1OP(N)(=O)Oc1ccccc1C	1.1	8%	-2.3%	1.1	40	-6%	-17%	-11%	i	-0.5%
Cc1ncc(CN2CCCC(C(=O)c3ccc(C(C)(C)C)cc3)C2)s1 (stereo not given)	1.1	10%	nt	2.6	86	-30%[20 µM]	-6%	-0.9%	i	0.2%
CN(C)C(=O)Oc1cccc(OCc2n(C)c3ccccc3[n+]2C)c1	1.1	10%	12%	0.4	65	-13%	-5%	3.1%	i	0.5%
COCCCNC(=O)Cn1cc(/C=C2\C(=O)NC(=O)N(c3ccccc3F)C2=O)c2ccccc21	nt	9%	0.3%	13	58	-12%	-6%	nt	nt	0.3%
CN(C)S(=O)(=O)c1cc(C(=O)N2CCC(C(=O)O)(c3ccccc3)CC2)ccc1Cl	nt	-2%	-1.1%	-0.7	48	-25%	-37%	nt	nt	-0.1%
COc1ccc(C(=O)C23CN4CN(CN(C4)C2)C3)cc1	1.1	4%	-5.6%	-0.4	50	-19%	-31%	-0.5%	i	0.9%
COc1c(C)cc(C(=O)C2CCCN(C3CCOCC3)C2)cc1C (stereo not given)	1	-6%	2.4%	0.5	62	14%	-13%	-1.1%	i	-0.3%
O=C(C1CC(=O)N(C2CCCCC2)C1)N1CCC2(CC1)OCCO2 (stereo not given)	1	3%	11%	-0.2	63	-25%	-13%	-1.4%	nt	0.0%
COc1ccc(C(=O)C2CN(C)CC2c2ccc(Cl)cc2)cc1 (stereo not given)	1.1	14%	-10%	0.6	44	-39%[20 µM]	-16%	-2.9%	i	0.5%
CCN1CCN(c2cc(=O)n3ccccc3n2)CC1	nt	-5%	1.3%	-0.2	55	-23%	-8%	nt	nt	0.1%
CNC(=O)Oc1cccc(-c2cn3cc(Cl)ccc3n2)c1	1.1	25%	-0.6%	4.4	36	-9%	-4%	-12%	i	0.0%
CCC(CC)N1CCN(C(=O)Cc2ccccc2)CC1	1.1	17%	-3.4%	0.7	64	3%	-23%	0.4%	i	-0.5%
CC(=O)Nc1ccccc1OC(=O)N(C)C	1.1	9%	0.6%	-0.5	77	-12%	-9%	-2.2%	i	-0.2%
COc1ccc(CNCC(=O)N2CCC3(CC2)OCCO3)cc1	1.1	-2%	2.9%	-0.9	42	-9%	-7%	-1.9%	i	-0.6%
COc1ccc(-n2c(O)c(/C=C/C=Nc3ccccc3)c(=O)[nH]c2=O)cc1	0.8	9%	1.3%	-1.2	60	nt	-15%	-1.6%	i	0.1%

Whole records from above. Screens in order: TNAP activators, HEK293 NOD2/NF-kB, KOR beta-arrestin-1, NTR1 ag, NTR1 ag cell count 20 µM, KOR beta-arrestin-2, NOD1 inhibition, ER stress rescue, Yfh1-depleted yeast, GPR55 activation
COc1c(C)cc(C(=O)C2CCCN(C3CCOCC3)C2)cc1C (stereo not given) as listed: 1, -6%, 2.4%, 0.5, 62, 14%, -13%, -1.1%, i, -0.3%
CNC(=O)Oc1cccc(-c2cn3cc(Cl)ccc3n2)c1 as listed: 1.1, 25%, -0.6%, 4.4, 36, -9%, -4%, -12%, i, 0.0%

Following part.
SMILES	TNAP activators	HEK293 NOD2/NF-kB	KOR beta-arrestin-1	NTR1 ag	NTR1 ag cell count 20 µM	KOR beta-arrestin-2	NOD1 inhibition	ER stress rescue	Yfh1-depleted yeast	GPR55 activation
CN(C)C1(c2nnnn2CCOC(=O)Nc2ccc(Cl)cc2)CCCCC1	1	-13%	nt	4.1	45	nt	-9%	2.0%	i	-0.1%
O=C(O)Cn1cc(C(=O)c2ccccc2F)c2ccccc21	nt	-7%	0.5%	-0.2	64	-25%	-12%	nt	nt	-0.1%
Cc1cc(/C=C2/C(=O)NC(=O)N(Cc3ccco3)C2=O)c(C)n1-c1ccccc1O	nt	-1%	3.7%	22	62	24%	18%	nt	i	0.2%
COC(=O)CSC1=NN1c1cc(C)nc(N)n1	1.1	-1%	1.1%	0.1	50	-16%	-17%	0.7%	i	0.3%
CC(C)CN(CC(C)C)c1ccc(C=C2C(=O)NC(=S)NC2=O)cc1[N+](=O)[O-]	1	3%	3.1%	4.2	53	-20%	17%	-6.2%	i	0.2%
O=C(COc1ccccc1)N1CCN(CCN2C(=O)c3cccc4cccc(c34)C2=O)CC1	1.1	2%	-2.4%	2.1	30	-4%	2%	-1.0%	i	0.2%
COc1cccc(C2CC3C(=O)C=CC2N3Cc2ccccc2)c1 (stereo not given)	1.1	21%	1.5%	0.7	50	25%	-2%	2.6%	i	1.2%
COCCNC(=O)Cn1cc(C=C2C(=O)NC(=O)NC2=O)c2ccccc21	nt	-16%	-0.7%	0.9	100	-6%	-2%	nt	nt	-0.1%
CCN1CCN(c2nc3c(c(=O)[nH]2)CCC3)CC1	nt	10%	4.2%	-0.8	51	-6%	18%	nt	nt	0.4%
Cc1cccc(-n2c(O)c(/C=N/N3CCOCC3)c(=O)[nH]c2=S)c1	1.2	12%	-1.6%	0.7	49	24%	-15%	-0.3%	i	-0.5%
CN1CCN(C(=O)COc2ccc(S(=O)(=O)Nc3ccc(F)cc3)cc2)CC1	nt	27%	4.3%	1.5	65	-8%	26%	nt	nt	0.0%
COc1cccc(CCNCc2cccc(C(F)(F)F)c2)c1	1.1	14%	-5.7%	0.6	26	8%	-10%	-2.7%	i	-0.3%
CN(C)[C@@H]1C(=O)C(C(N)=O)=C(O)[C@@]2(O)C(=O)C3=C(O)c4c(O)cccc4[C@@](C)(O)[C@H]3[C@H](O)[C@@H]12	1	2%	0.6%	1.2	57	-8%	-24%	4.7%	i	-0.1%
O=c1c2ccccc2nc(/C=C/c2ccc(F)cc2)n1-c1ccccn1	nt	13%	-1.1%	0.2	48	18%	-1%	nt	i	-0.2%
Cc1cc(C(=O)Nc2ccccc2)nn1C(C)(C)C	nt	-102%	1.5%	-0.8	47	30%	-12%	nt	i	0.7%
O=C(CCc1ccc(O)cc1)N1C[C@H]2C[C@@H](C1)c1cccc(=O)n1C2	nt	9%	7.1%	-2.1	88	-56%[20 µM]	9%	nt	nt	1.6%
O=C1CC(=O)N(c2cccc(F)c2)C(=O)N1	nt	9%	-1.1%	-0.9	79	-2%	-34%	nt	nt	-0.2%
O=C(NC1CC2CCCC(C1)N2)c1ccccc1 (stereo not given)	nt	-5%	4.2%	0.5	54	-14%	-5%	nt	nt	0.2%
COc1ccc(CCNCc2ccc(SC)cc2)cc1	1.1	-9%	5.6%	-1.7	41	-32%	-5%	-4.1%	i	0.2%
Clc1cccc(N2CCNCC2)n1	1	28%	-4.6%	1.6	38	-45%[20 µM]	-15%	-2.2%	i	0.2%
O=C(O)c1ccccc1NC(=O)C1C2CCC(O2)C1C(=O)O (stereo not given)	nt	8%	3.6%	-1.5	55	-13%[20 µM]	-9%	nt	nt	0.5%
O=c1[nH]c(=O)n(-c2ccccc2)c(O)c1N=Nc1ccc(Br)cc1	0.9	5%	4.9%	2.0	62	-23%	60%*	-0.5%	i	-0.1%
COc1ccc(CNCCc2c[nH]c3ccccc23)c(OC)c1OC	nt	8%	-3.6%	-0.7	68	-4%[20 µM]	-22%	nt	nt	0.3%
CCN1C(=O)NC(=O)/C(=C\c2cn(CC(=O)N3CCCCC3)c3ccccc23)C1=O	nt	12%	-0.5%	5.9	50	2%	-6%	nt	nt	-0.4%
CN(C)C1(CNC(=O)Nc2ccc(Cl)c(Cl)c2)CCCCC1	nt	-22%	0.3%	1.8	43	-33%	-10%	nt	nt	0.0%
O=P(Nc1ccccc1Cl)(c1ccccc1)c1nc2c(s1)CCCC2 (stereo not given)	1.1	-2%	-4.8%	-2.1	89	13%	2%	-0.3%	i	0.0%
Cc1[nH]c2ccccc2c1C(=O)C(=O)N1CCC2(CC1)OCCO2	1	8%	-1.9%	-0.8	48	-4%	-24%	1.5%	i	0.2%
CCN(CC)CCCC(C)N=C(c1ccccc1)c1c(O)n(C)c(=O)n(C)c1=O (stereo not given)	1.2	-4%	-2.7%	-0.9	51	-9%	-20%	2.0%	i	-0.2%
COC(=NC1CCCC1)C(O)c1c[nH]c2ccccc12 (stereo not given)	1.1	21%	8.6%	0.0	87	5%	-10%	-0.9%	i	-0.3%
COC(=O)C1CN(C#N)N(c2ccc(Cl)cc2)C12c1ccccc1-c1ccccc12 (stereo not given)	1	10%	4.4%	7.8	41	-24%	-10%	-3.5%	i	38%
CN1C(=O)C(O)N=C(c2ccccc2)c2ccccc21 (stereo not given)	nt	-7%	-11%	3.0	91	27%	-16%	nt	nt	-0.2%
COc1ccc(OC)c(N2C(=O)/C(=C/c3ccco3)C(=O)NC2=S)c1	nt	6%	-2.7%	-0.1	98	31%	-2%	nt	nt	0.4%
CN1C(=O)C(=Cc2cn(CC#N)c3ccccc23)C(=O)N(C)C1=O	nt	0%	0.7%	3.6	46	-22%	2%	nt	nt	-0.2%
O=C(c1ccc2c(c1)OCO2)C1CCCN(Cc2c(F)cccc2Cl)C1 (stereo not given)	nt	1%	0.9%	5.6	63	-5%	-21%	nt	nt	0.0%
CCN1C(=O)NC(=O)/C(=C\c2ccc(N3CCOCC3)cc2OC)C1=O	1.1	7%	0.0%	0.3	67	10%	1%	-1.6%	nt	0.3%
CCc1nnc(NS(=O)(=O)c2ccc(N=Cc3c(O)n(-c4ccc(Cl)cc4)c(=O)[nH]c3=O)cc2)s1	1	0%	13%	-1.5	45	-15%	-45%	-1.2%	i	-0.5%

Compound activity as filed in PubChem.
